Screening results: PubChem, several laboratories
M4 ag – CHRM4 agonism in calcium assay; P08173; CHO-K1 hM4/Gqi5, Fluo-8 calcium fluorescence; vehicle 0%, full acetylcholine response 100%; activation, % at 3 µM; 0.14% of 360,000 active; AID 624127;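 active = activation above the run mean over all test wells plus 3 SD, cut at about 32% in these data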;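 also: peak over basal fluorescence ratio per well then scaled between controls; 0% = DMSO wells and 100% = acetylcholine at EC100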
Target sequence (P08173 whole entry, looked up): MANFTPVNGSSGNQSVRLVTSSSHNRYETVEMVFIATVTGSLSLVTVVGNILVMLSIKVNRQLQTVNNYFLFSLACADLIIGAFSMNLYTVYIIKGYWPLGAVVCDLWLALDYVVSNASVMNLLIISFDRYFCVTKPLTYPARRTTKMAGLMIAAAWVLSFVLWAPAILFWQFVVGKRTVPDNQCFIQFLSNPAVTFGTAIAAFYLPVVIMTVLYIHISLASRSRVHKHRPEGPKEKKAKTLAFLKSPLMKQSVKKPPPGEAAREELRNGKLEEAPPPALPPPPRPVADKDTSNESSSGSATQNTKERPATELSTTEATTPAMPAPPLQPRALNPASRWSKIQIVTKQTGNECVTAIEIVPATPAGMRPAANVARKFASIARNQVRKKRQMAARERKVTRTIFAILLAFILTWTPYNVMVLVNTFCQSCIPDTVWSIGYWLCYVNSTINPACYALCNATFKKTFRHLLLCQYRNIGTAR
M5 ag – CHRM5 agonism in calcium assay | CHO-K1 hM5 cells, Fluo-8 calcium fluorescence; 0% DMSO wells, 100% maximal acetylcholine response | activation, % at 3 µM | 0.19% of 360,000 active;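 active = activation above the run's mean over test compounds plus 3 SD, cut at about 23% in these data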;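 also: signal is peak over basal fluorescence ratio across the kinetic read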
Target sequence (P08912 whole entry, looked up): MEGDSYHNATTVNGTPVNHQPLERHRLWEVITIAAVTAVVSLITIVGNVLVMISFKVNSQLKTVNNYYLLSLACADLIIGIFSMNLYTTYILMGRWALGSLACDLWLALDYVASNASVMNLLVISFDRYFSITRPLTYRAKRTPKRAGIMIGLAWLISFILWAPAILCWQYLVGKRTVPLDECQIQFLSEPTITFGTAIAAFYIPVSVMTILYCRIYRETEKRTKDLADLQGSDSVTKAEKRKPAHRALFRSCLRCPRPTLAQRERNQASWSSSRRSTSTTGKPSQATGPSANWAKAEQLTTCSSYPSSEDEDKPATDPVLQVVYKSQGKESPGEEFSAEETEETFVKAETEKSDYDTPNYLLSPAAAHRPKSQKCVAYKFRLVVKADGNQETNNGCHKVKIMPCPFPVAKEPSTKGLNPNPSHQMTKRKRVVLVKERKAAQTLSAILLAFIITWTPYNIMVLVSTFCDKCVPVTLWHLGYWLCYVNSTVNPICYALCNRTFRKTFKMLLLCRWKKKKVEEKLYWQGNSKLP
CRFR2-BP antag – blocks CRF-induced signaling of the CRF-BP/CRF-R2 complex; HEK293 CRF-R2/CRF-BP, CRF-induced calcium fluorescence; inhibition, % at 11.8 µM; 0.59% of 350,000 active;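 active = inhibition of the ligand-induced calcium signal above about 50% at the single tested concentration, limit read from the data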
M5 antag – blocks acetylcholine activation of human M5 receptor | 0.59% of 360,000 active | inhibition, % at 3 µM | CHO-hM5 cells, Fluo-8 calcium fluorescence, ACh EC80;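 active = inhibition above a per-plate cutoff, the mean of that plate's test compounds plus 3 SD, cut at about 27% in these data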;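 also: 0% = acetylcholine EC80 with DMSO and 100% = DMSO without agonist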
CHRM4 antagonist – antagonists of human muscarinic M4 receptor (CHRM4) | P08173 | CHO-hM4 cells, ACh EC80, Fluo-8 calcium fluorescence | inhibition, % at 3 µM | 0.73% of 360,000 active | AID 624125;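 active = inhibition above its plate's cutoff, the mean inhibition of sample wells plus 3 SD, cut at about 27% in these data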;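 also: 0% = acetylcholine EC80 with DMSO and 100% = DMSO without agonist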
M5 PAM – potentiates acetylcholine response at human M5 receptor; activation, % at 3 µM; P08912; 0.3% of 360,000 active; CHO-K1 hM5, Fluo-8 calcium, ACh EC20 PAM; 0% = ACh EC20, 100% = ACh EC100;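 active = activation above the run cutoff, the mean activation of all test compounds plus 3 SD, cut at about 18% in these data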
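System: CHO-K1 cell line with stable human muscarinic M5 receptor expression | Also added: EC20 acetylcholine as agonist stimulus | Compound: One concentration, 3 µM final (nominal) | Timing: Fluo-8 loading 80 min at 37 °C plus 30 min room temperature | Measured by: Fluo-8 calcium dye fluorescence, kinetic read | Read-out basis: % activation, ACh-normalized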
CRFR2-BP ag – CRF-BP/CRF-R2 complex agonism | HEK293 CRF-R2/CRF-BP, calcium dye fluorescence (FLIPR); percent of saturating CRF peptide response | activation, % at 13.2 µM | 0.46% of 350,000 active;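 active = activation of at least 50%, plus an integration ratio under a set limit after plate pattern correction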;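 also: plate controls were neutral control wells without compound for no effect and CRF at EC100 for full effect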
CHRM4 PAM – CHRM4 positive allosteric modulation; P08173; CHO-K1 hM4/Gqi5, Fluo-8 calcium fluorescence, ACh EC20; 0% = ACh EC20, 100% = maximal ACh; activation, % at 3 µM; 0.4% of 360,000 active; AID 624126;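 active = activation above its plate's cutoff, the mean activation of sample wells plus 3 SD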; also: some results filed as inactive read as strong as hits
IDE inh – inhibits human insulin-degrading enzyme in HEK cells; P14735; FAbetaB cleavage, fluorescence polarization; inhibition, % at 5.59 µM; 0.41% of 320,000 active;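 active = percent inhibition above the average of all tested compounds plus 3 SD, set per screening campaign, cut at about 16% in these data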;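 also: IDE supplied by intact live HEK cells; FP after avidin binding of uncleaved biotin substrate so inhibition keeps polarization high; 0% = DMSO wells and 100% = 60 µM reference IDE inhibitor Ii1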
Active calls of the source: *; . = not tested or not shown.

SMILES	M4 ag	M5 ag	CRFR2-BP antag	M5 antag	CHRM4 antagonist	M5 PAM	CRFR2-BP ag	CHRM4 PAM	IDE inh
CCOc1ccc(N(C(C)C(=O)N/N=C(\C)c2cccc(NC(=O)c3ccccc3)c2)S(C)(=O)=O)cc1 (stereo unspecified)	7	-5	18	0	-15	-6	1.4	-2	-5
COc1ccc(CCNC(=O)C2CCN(S(=O)(=O)c3ccc(-n4cnnn4)cc3)CC2)cc1OC	1	1	14	1	0	-3	-0.6	3	1
O=C(CCCCCn1c(=S)[nH]c2ccc(N3CCOCC3)cc2c1=O)NCc1ccc2c(c1)OCO2	0	3	10	5	10	-1	-0.3	2	-5
COc1ccc(S(=O)(=O)N2CCOC2CNC(=O)C(=O)NCc2ccncc2)cc1OC (stereo unspecified)	0	-2	-14	-14	-2	4	-0.3	9	-3
COc1ccc(-c2nnn(Cc3nn[nH]n3)n2)cc1OC	1	-1	-9	1	2	-1	-1.9	-3	0
COc1ccccc1-c1cc(C(=O)NC(C)C)no1	0	-3	27	-1	4	0	-8.5	-5	-7
Nc1ccn(-c2ccc(Cl)cc2)c(=O)c1	0	2	-9	-1	8	5	1.9	12	4
CC(C)(C)OC(=O)[C@H](Cc1ccccc1)NC(=O)c1[nH]cnc1C(=O)N[C@@H](Cc1ccccc1)C(=O)OCc1ccccc1	6	0	-11	5	10	-8	1.9	-5	-2
COc1ccc(OCCN(C)CC(=O)Nc2ccccc2SC)cc1	1	-3	16	5	-14	1	-0.8	-6	2
c1cncc(-c2nc(-c3ccc4c(c3)OCCO4)cs2)c1	5	-5	-3	7	-9	0	1.7	2	11
CSc1nc(O)c(C2OC(=O)c3ccccc32)c(=O)[nH]1 (stereo unspecified)	1	-1	-11	-3	-4	0	-1.2	5	6
O=C(CC1S/C(=N/N=C2CCCCCC2)NC1=O)Nc1ccc(Br)cc1F (stereo unspecified)	0	-1	-25	-15	-13	7	-1.0	5	3
COc1ccccc1Nc1nc(N)nc(CSC(=S)N2CC(C)CC(C)C2)n1 (stereo unspecified)	-1	-3	53*	-1	-5	-4	0.3	-3	5
CC1(C)Cc2ccccc2C(=C(C#N)C#N)N1	0	0	29	1	3	-1	-5.3	3	-6
COc1cc2c(cc1OC)C(c1ccsc1)CC(=O)N2 (stereo unspecified)	1	-5	4	-3	-4	2	2.0	-1	1
COc1c(C(=O)NNC(=O)c2ccccc2Cl)csc1Br	0	1	-6	3	6	0	-0.5	-7	2
O=C(c1cccc(S(=O)(=O)N2CCN(c3ccccc3)CC2)c1)N1CCCC(C(F)(F)F)C1 (stereo unspecified)	6	4	-3	7	6	-5	0.2	0	3
CCC(=O)c1ccc(N2CCN(C(=O)c3ccc(Br)cc3)CC2)c(F)c1	2	0	4	5	6	-3	0.9	-2	-2
CCNC(=O)C1(C)CCN(Cc2cccc(C(F)(F)F)c2)C1 (stereo unspecified)	0	-1	.	4	-13	-3	.	0	.
CC(=O)COc1cc(C)cc2oc(=O)c(C)c(C)c12	0	0	-22	0	0	4	0.1	-2	5
CN1C(=O)NC(c2ccccc2)C2=C1CN(c1cccc(C(F)(F)F)c1)C2=O (stereo unspecified)	1	1	-14	0	0	0	-2.5	0	1
O=C(NCCN1CCNC1=O)c1ccc2sc([C@H]3C[C@H](O)[C@@H](CO)O3)nc2c1	1	0	.	3	-16	1	.	14	.
O=C(Nc1ccc(Br)cn1)C1CCCN1S(=O)(=O)c1ccccc1 (stereo unspecified)	3	2	-19	-12	0	6	-0.2	9	2
CCN(CCc1ccccc1)c1ccc2c(c1)C1CC2CCN1C(=O)OCc1ccccc1 (stereo unspecified)	0	2	7	-1	-17	-6	-1.5	9	.
COc1ccc(NC(=O)C2CCN(C(=O)Cc3ccccc3)CC2)c(OC)c1	0	-2	-5	-11	-6	0	-1.7	2	0
COCCNC(=O)c1ccc(-c2ccc(OC)cc2C)c2ccoc12	1	-1	.	1	-1	3	.	7	.
CC(C)OC(=O)CCc1nc2ccccc2[nH]c1=O	1	1	-9	2	-5	-1	-0.4	5	1
O=C(c1ccc(Br)cc1)N1CCC(C(=O)N2CCN(c3ccccc3)CC2)CC1	4	-1	2	-8	-4	-1	-3.0	14	0
Cc1ccc(NC(=O)COc2ccc(Br)cn2)cc1	1	-1	-15	7	-2	2	3.2	16	3
O=C(Cn1[nH]c(=O)c2ccccc2c1=O)NCC1COc2ccccc2O1 (stereo unspecified)	2	2	7	5	-8	-1	-0.5	7	4
Cc1ccc(CCC(=O)Nc2ccc(C#N)cc2)o1	0	-2	-1	-11	-22	5	0.5	5	11
O=[N+]([O-])c1cccc(-c2nnc(-c3ccccc3F)o2)c1	0	-1	-5	4	8	6	-2.3	2	.
Cc1cc(Br)c(NC(=O)c2c(-c3c(Cl)cccc3Cl)noc2C)c(Br)c1	1	0	42	-5	-8	5	1.9	0	7
COc1ccc(-c2csc(Nc3ccc(S(=O)(=O)Nc4cc(OC)nc(OC)n4)cc3)n2)cc1	3	0	-1	5	21	-1	1.2	-1	1
C[C@@H]1CN([C@@H](C)CO)C(=O)CCCn2cc(nn2)CO[C@H]1CN(C)C(=O)c1ccc2ccn(C)c2c1	1	-1	33	-1	-2	3	0.9	8	.
OCc1nc2ccccc2n1/N=C/c1cccs1	1	-3	-2	10	-6	-4	-0.6	-1	2
CC(CN1CCOCC1)OC(=O)c1cccc(Br)c1 (stereo unspecified)	6	-4	1	-4	-6	0	0.7	-2	-3
CCC(CC)CN1CCC(CN2CCNC(=O)C2=O)CC1	1	-1	1	-6	-27	-1	-1.7	4	.
O=C(Nc1ccccc1C(=O)N/N=C/c1ccncc1)c1ccccc1	3	-1	5	2	1	-4	-0.1	0	-2
O=C(Nc1ccccn1)c1cccc(S(=O)(=O)N2CCCc3ccccc32)c1	11	-6	-8	11	-1	-3	-0.1	-4	-4
NC(=O)c1cc(S(=O)(=O)NCCCc2ccccc2)cs1	8	2	7	10	9	-6	-0.6	-1	-4
COc1cc(C(=O)NCC(=O)N/N=C/c2ccccn2)cc(OC)c1OC	1	-1	-14	8	-2	-6	-1.2	3	-2
CC(=O)O[C@@H]1[C@H](Oc2c(O)c(C)c3c4c2[C@H](C)CC[C@H]4[C@H](C)C[C@@H]3C=C(C)C)O[C@@H](C)[C@@H](O)[C@H]1O	0	4	.	-1	-7	1	.	2	.
CCCCCN(C(=O)CCC(=O)OC(C)C(=O)Nc1ccccc1C)c1c(N)n(CCCC)c(=O)[nH]c1=O (stereo unspecified)	0	0	-22	11	-6	-1	9.2	7	.
Cc1nnc(SCC(=O)NC(C)(C)C)n1CCc1ccccc1	1	1	-22	-2	-3	9	4.6	4	-9
CC(C)(C)C(=O)N(Cc1ccc(Cl)cc1)c1cnccn1	9	0	0	7	-1	-7	0.1	0	5
CCC(C)(C)n1nnnc1C(C(C)C)N1CCN(C)CC1 (stereo unspecified)	0	-2	17	-10	-8	1	0.3	13	-1
COc1ccccc1Nc1ncc(C(=O)Nc2ccc(OC)c(OC)c2)c2ccccc12	2	1	-1	-6	4	6	1.4	9	1

3 entries from above, sorted by count of non-hydrogen atoms, low to high:
SMILES	M4 ag	M5 ag	CRFR2-BP antag	M5 antag	CHRM4 antagonist	M5 PAM	CRFR2-BP ag	CHRM4 PAM	IDE inh
CC(CN1CCOCC1)OC(=O)c1cccc(Br)c1 (stereo unspecified)	6	-4	1	-4	-6	0	0.7	-2	-3
O=C(Nc1ccccc1C(=O)N/N=C/c1ccncc1)c1ccccc1	3	-1	5	2	1	-4	-0.1	0	-2
COc1cc(C(=O)NCC(=O)N/N=C/c2ccccn2)cc(OC)c1OC	1	-1	-14	8	-2	-6	-1.2	3	-2

Carrying on.
SMILES	M4 ag	M5 ag	CRFR2-BP antag	M5 antag	CHRM4 antagonist	M5 PAM	CRFR2-BP ag	CHRM4 PAM	IDE inh
CCOC(=O)c1c(C)sc(Sc2ccc(Cl)cc2[N+](=O)[O-])c1OC	0	-3	-15	-6	-9	-4	-1.4	-1	1
CS(=O)(=O)N1CCCC(C(=O)N2CCOCC2)C1 (stereo unspecified)	1	1	6	-4	6	0	-1.6	1	4
CC(C)c1ccc(NC2CCCN(C(=O)c3cccc4nccnc34)C2)cc1 (stereo unspecified)	1	-3	9	7	2	-4	0.0	-5	4
COCCNc1c([N+](=O)[O-])c(=O)n(-c2ccccc2)c2ccccc12	0	-2	21	6	3	-4	0.8	-1	0
CCn1c(SCc2ccccc2)nnc1-c1cccs1	1	-3	2	-7	11	1	-0.1	-3	2
CCN(CC(=O)Nc1ccc(OC)cc1)C(=O)CSCc1c(C)noc1C	2	-2	3	16	1	0	0.5	3	3
O=C(Cn1nc(-c2ccco2)ccc1=O)Nc1ccc(Cl)c(Cl)c1	3	-1	-13	11	-6	0	1.8	3	-1
Cc1onc(-c2c(F)cccc2Cl)c1C(=O)NCCO	1	0	12	5	8	2	-1.2	-5	6
CC(=O)N1c2ccc(S(=O)(=O)N3CCC(C(=O)N4CCN(c5ccc(Cl)cc5)CC4)CC3)cc2CC1C (stereo unspecified)	8	5	-22	-8	8	-1	24	-4	20*
CCCc1cc(C(=O)Nc2cccc(Cl)c2C)no1	0	-7	-7	-1	-9	4	0.2	-1	-4
Cc1ccc(/C(N)=N/OC(=O)CN(C)S(=O)(=O)c2ccc(C)cc2)cc1	6	1	-7	10	-6	-13	2.6	-2	0
CC(=O)Nc1ccc(NS(=O)(=O)c2ccc(C)cc2)cc1[N+](=O)[O-]	1	1	0	11	3	-8	-0.2	2	-6
Cn1c(=O)[nH]c(=O)c2c1nc(NCCCn1ccnc1)n2Cc1ccccc1	1	-5	-19	0	1	3	1.3	9	2
CCN(CC(=O)Nc1ccc(NC(C)=O)cc1)C(=O)CN1C(=O)NC(C)(c2ccc3ccccc3c2)C1=O (stereo unspecified)	1	4	-1	-3	-8	5	-0.6	27*	.
COc1ccc(N2CCN(S(=O)(=O)CCNC(=O)C34CC5CC(CC(C5)C3)C4)CC2)cc1	5	6	-23	-4	-15	1	3.9	-2	8
Nc1c(Cl)ncnc1Nc1ccc(C(=O)O)cc1	0	3	2	4	-5	0	-1.2	2	.
CCCC[C@@H](CNC)NC[C@H](NCCCCC1CCCCC1)C(C)C	5	-4	4	-5	-1	1	6.5	10	-1
C/C=C/c1cc(CN2CCN(c3ccc(OC)cc3)CC2)c(O)c(OC)c1	0	-1	0	-11	4	5	0.3	-2	1
CCc1nc2ccccc2c(=O)n1NC(=O)c1c(O)c2ccccc2n(CC)c1=O	0	0	8	1	-3	3	-3.1	9	2
O=C(NCC1CCCO1)C1CCCN1C(=O)Nc1ccccc1[N+](=O)[O-] (stereo unspecified)	1	-4	4	10	-1	0	-0.3	-4	-2
Cc1ccc(S(=O)(=O)N2CCOCC2)cc1C(=O)Nc1ccc2c(c1)OCCO2	4	3	3	5	-10	-1	-0.8	0	2
Nc1nonc1C(=O)N1CCCCC1	2	0	-7	3	-2	0	2.7	4	1
Cc1ccc(C)c(S(=O)(=O)N2CCCC2CNC(=O)C(=O)NCC2CCCO2)c1 (stereo unspecified)	1	1	8	3	3	0	-0.1	0	-7
Cc1nc(NC(=O)Nc2ccc(Cl)cc2)sc1C	7	4	-22	5	28*	-5	3.3	0	-2
